BaF3 tox: parental Ba/F3 cell viability inhibition, counter-screen for JAK2V617F inhibitor project, murine pro-B, CellTiter-Glo luminescence; AID 1486, 2009; inhibition, % at 5.6 µM; CellTiter-Glo ATP luminescence; hit rate 1.1% among 220,000;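 active = inhibition above a per-campaign cutoff, the mean inhibition of all tested compounds plus 3 SD, cut at about 27% in these data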;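 also: 0% = DMSO wells and 100% = JAK Inhibitor I control wells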
eIF4E 4G PPI: eIF4E–eIF4G protein interaction inhibitors, primary screen, biochemical, uHTS, TR-FRET, eIF4GI fragment | TR-FRET eIF4E-eIF4GI(517-606) binding, 2 h | inhibition, % at 21.7 µM | hit rate 0.37% among 220,000 | AID 782, 2007;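 active = inhibition above about 30%, limit read from the data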;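 also: 0% = full FRET control wells and 100% = background wells lacking eIF4GI fragment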
Target sequence (P63073 whole entry, looked up, the tested form may be a part): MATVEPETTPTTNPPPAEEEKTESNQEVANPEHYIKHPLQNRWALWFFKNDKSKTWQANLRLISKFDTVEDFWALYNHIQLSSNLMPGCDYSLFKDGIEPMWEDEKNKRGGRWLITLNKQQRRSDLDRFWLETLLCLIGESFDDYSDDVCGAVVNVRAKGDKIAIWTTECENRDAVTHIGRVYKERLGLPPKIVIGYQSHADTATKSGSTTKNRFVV
Target sequence (Q04637 whole entry, looked up, the tested form may be a part): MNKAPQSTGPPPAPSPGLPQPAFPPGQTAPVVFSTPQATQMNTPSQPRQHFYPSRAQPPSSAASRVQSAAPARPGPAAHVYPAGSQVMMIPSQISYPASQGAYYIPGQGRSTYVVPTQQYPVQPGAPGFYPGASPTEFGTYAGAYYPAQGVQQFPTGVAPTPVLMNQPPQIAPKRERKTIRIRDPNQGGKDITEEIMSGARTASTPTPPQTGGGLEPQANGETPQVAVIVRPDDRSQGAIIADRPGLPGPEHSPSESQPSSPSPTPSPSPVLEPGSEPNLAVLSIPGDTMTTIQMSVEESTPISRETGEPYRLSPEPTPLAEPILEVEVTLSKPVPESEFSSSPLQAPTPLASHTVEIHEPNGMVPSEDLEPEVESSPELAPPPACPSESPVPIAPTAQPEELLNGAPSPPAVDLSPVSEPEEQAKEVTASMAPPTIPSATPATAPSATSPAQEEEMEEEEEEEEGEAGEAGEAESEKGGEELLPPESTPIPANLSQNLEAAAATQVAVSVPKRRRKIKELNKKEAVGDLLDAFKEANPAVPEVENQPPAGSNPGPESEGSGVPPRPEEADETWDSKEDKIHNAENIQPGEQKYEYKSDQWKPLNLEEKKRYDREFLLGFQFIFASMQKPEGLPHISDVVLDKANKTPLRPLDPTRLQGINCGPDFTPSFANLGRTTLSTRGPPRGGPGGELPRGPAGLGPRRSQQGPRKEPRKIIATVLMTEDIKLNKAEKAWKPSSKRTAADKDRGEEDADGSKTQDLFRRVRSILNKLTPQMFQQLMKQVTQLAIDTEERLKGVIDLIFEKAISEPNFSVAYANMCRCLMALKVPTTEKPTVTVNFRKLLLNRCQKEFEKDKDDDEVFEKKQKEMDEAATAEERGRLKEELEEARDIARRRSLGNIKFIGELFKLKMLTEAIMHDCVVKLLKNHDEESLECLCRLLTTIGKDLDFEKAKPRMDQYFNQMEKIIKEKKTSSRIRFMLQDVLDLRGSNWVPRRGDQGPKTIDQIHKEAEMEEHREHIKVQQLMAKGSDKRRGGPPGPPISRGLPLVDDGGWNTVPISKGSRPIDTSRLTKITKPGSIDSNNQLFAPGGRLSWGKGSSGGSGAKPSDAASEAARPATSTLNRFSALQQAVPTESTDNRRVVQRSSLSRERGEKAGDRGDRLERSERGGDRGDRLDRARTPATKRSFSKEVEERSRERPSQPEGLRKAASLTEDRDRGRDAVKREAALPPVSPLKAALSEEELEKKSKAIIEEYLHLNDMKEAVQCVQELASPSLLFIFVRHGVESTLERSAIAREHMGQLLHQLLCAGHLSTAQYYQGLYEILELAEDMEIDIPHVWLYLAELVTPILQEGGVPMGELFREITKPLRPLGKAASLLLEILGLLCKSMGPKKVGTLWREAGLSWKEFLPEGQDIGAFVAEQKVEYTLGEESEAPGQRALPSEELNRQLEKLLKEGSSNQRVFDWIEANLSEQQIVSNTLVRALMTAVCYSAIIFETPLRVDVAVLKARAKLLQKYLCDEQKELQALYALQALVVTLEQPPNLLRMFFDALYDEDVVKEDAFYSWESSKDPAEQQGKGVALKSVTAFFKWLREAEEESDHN
S1P4 antagonist: S1P4 receptor antagonists, primary screen, cell-based. Sphingosine 1-phosphate receptor 4 (Homo sapiens), O95977. S1P4-expressing cells, antagonist mode, reporter read-out. inhibition, % at 4.98 µM. hit rate 0.26% among 220,000; in the data active = inhibition above about 29%;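 also: 0% = wells stimulated with agonist and 100% = vehicle wells without agonist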
PERK inhibitor: block of dimerizer-induced PERK translation repression, primary screen, PERK inhibitor project, CHO PERK-DD cells, SEAP luminescence, HTS; inhibition, % at 5.6 µM; Eukaryotic translation initiation factor 2-alpha kinase 3 (Homo sapiens), Q9NZJ5; AID 1416, 2008; hit rate 0.17% among 220,000; CHO PERK-DD fusion, SEAP luminescence translation reporter;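 active = inhibition above the mean inhibition of all tested compounds plus 3 SD, set separately per screening campaign, cut at about 2.9% in these data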;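 also: PERK kinase domain activated by AP20187 dimerizer at 100 nM; 0% = DMSO with dimerizer and 100% = rapamycin at 8.4 µM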
NPY-Y2 PAM-ag: NPY-Y2 potentiators or agonists, primary screen, cell-based; Neuropeptide Y receptor type 2 (Homo sapiens), P49146; cells expressing NPY-Y2, potentiator/agonist read-out; activation, % at 3.6 µM; hit rate 0.45% among 220,000; in the data active = activation above about 27%;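 also: cells stimulated with NPY near EC25 plus isoproterenol at EC100; 0% = vehicle plus submaximal agonist and 100% = vehicle plus saturating agonist; some results beyond the cut were filed as inactive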
Wee1 degr inh: Wee1 degradation inhibitors, primary screen, cell-based, HeLa, Wee1K328M-luciferase, luminescence; Wee1-like protein kinase (Homo sapiens), P30291; HeLa Luc-Wee1K328M stability; 100% = proteasome inhibitor MG132 effect; reporter increase, % at 5 µM; hit rate 1.2% among 220,000; AID 1321, 2008;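 active = activation above the mean of all tested compounds plus 3 SD, set per screening run, cut at about 8.8% in these data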;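 also: cells exposed to compound for 20 h before luminescence read; 0% = DMSO alone and 100% = MG132 at 30 µM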
S1P4 ag: S1P4 receptor agonists, primary screen, cell-based; Sphingosine 1-phosphate receptor 4 (Homo sapiens), O95977; hit rate 0.35% among 220,000; AID 1509, 2009; S1P4-expressing cell line, agonist reporter assay; activation, % at 4.98 µM; in the data active = activation above about 11%;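 also: 0% = DMSO vehicle and 100% = reference agonist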
MDM2 E3 inh: MDM2-luciferase reporter signal enhancers, primary screen, MDM2 E3 ligase inhibitor project, cell-based, luminescence, 1536-well; cell-based MDM2 ubiquitination luciferase reporter, 2 h; 0 = plate control, 100 = twice control, blank-subtracted; E3 ubiquitin-protein ligase Mdm2 (Homo sapiens), Q00987; signal enhancement, % at 5 µM; hit rate 0.11% among 210,000;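 active = signal enhancement of 30% or more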;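 also: luminescence tracks abundance of the self-degrading MDM2-luciferase fusion protein; higher signal means inhibition of MDM2 E3 ligase activity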
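Test system: stable mammalian line carrying autodegrading MDM2–luciferase fusion reporter; quantity: 2000 cells in each well; times: 4 h cell settling then 2 h compound exposure, 37 °C; detection: luminescence with SteadyLite reagent, 15 min at room temperature; evaluation: percent signal gain over controls, blank-subtracted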
Ba/F3 V617F tox: reduced viability of JAK2V617F-dependent Ba/F3 cells, primary screen, JAK2V617F inhibitor project, cell-based, Ba/F3 EpoR-JAK2V617F, luminescence. ATP luminescence. inhibition, % at 5.6 µM. hit rate 1.1% among 220,000. AID 1446, 2008;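 active = inhibition above the campaign mean plus 3 SD over all tested compounds, cut at about 24% in these data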;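 also: cytokine-independent growth of Ba/F3 cells driven by EpoR plus mutant JAK2; 0% = DMSO-treated cells and 100% = JAK inhibitor I control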
* marks the source's active call; other numbers are inactive results; . = no result given; [ ] = dose if it differs, or a comment.

SMILES	BaF3 tox	eIF4E 4G PPI	S1P4 antagonist	PERK inhibitor	NPY-Y2 PAM-ag	Wee1 degr inh	S1P4 ag	MDM2 E3 inh	Ba/F3 V617F tox
CCCn1c(N2CCOCC2)nc2c1c(=O)[nH]c(=O)n2C	6	2[fluorescence artefact?]	-2	0.4	4	2	0.0	-16	0
Cc1cc(C)c2cc(CN(CCCN(C)C)C(=S)NCc3ccccc3)c(=O)[nH]c2c1	7	4	2	0.3	-24	2	-1.0	-7	2
CC(C)(C)C(=O)Nc1ccccc1C(=O)NCCCn1ccnc1	4	1	-2	-0.2	-4	-3	0.8	3	1
Cc1ccc(-c2nnc(CSc3nnc(COc4ccccc4)n3-c3ccc(C)cc3)o2)cc1	3	-6	-14	-0.9	-26	1	1.3	-11	0
Cc1cc(=O)[nH]c(SCC(=O)NNC(=O)Cc2ccccc2)n1	7	1	-19	1.1	-9	0	-1.6	-40	-2
O=C1N/C(=N/N=C/c2ccccc2)SC1(c1ccccc1)c1ccccc1	0	-1	9	0.8	1	-3	-0.1	-20	-1
COc1ccc2cc(CN(CCc3ccccc3)Cc3nnnn3CC3CCCO3)c(=O)[nH]c2c1 (centres undefined)	0	2	-7	-0.9	9	-2	1.3	-15	-1
COc1ccc(-n2cnnc2SCC(=O)NCc2cccs2)cc1	5	11	-20	-0.3	4	0	-5.8	-6	-2
FC(F)(F)COc1nc(N/N=C/c2cccnc2)nc(N2CCCCC2c2ccccn2)n1 (centres undefined)	6	0	4	0.7	-2	-3	0.7	-10	3
Cc1ccc(C)c(Oc2coc3cc(OCC(=O)Nc4ccccc4C(C)C)ccc3c2=O)c1	4	18	-13	1.4	-2	-1	-0.4	12	-2
CN1C(=O)C2C=CC1C1C(=O)N(c3ccccc3)C(=O)C21 (centres undefined)	4	7	-4	1.4	0	3	-0.5	2	0
CN1CCN(c2ccc([N+](=O)[O-])cc2S(=O)(=O)N2CCOCC2)CC1	-2	4[fluorescence artefact?]	-30	0.1	-11	-1	1.0	-8	-2
Cn1c(=O)c2c(nc(-n3ccnc3)n2Cc2ccc(Cl)cc2Cl)n(C)c1=O	6	1[fluorescence artefact?]	-7	0.2	-2	1	1.0	-12	-3
Cc1ccccc1N1C(=O)CSC1=C(C#N)C#N	5	-3	-11	0.4	6	1	0.8	2	-3
O=C(COc1ccc(F)cc1Br)NCc1ccccn1	2	2	-2	-0.6	-7	0	-0.6	-14	0
O=S(=O)(Nc1ccc2ccccc2n1)c1ccc2c(c1)CCO2	5	3	7	0.1	-8	-1	-0.4	-16	-4
COc1cc(CNC(C)(C)CO)cc(Br)c1OCc1ccc(Cl)cc1Cl	6	18	16	-0.3	-15	-2	-0.4	7	-2
Cc1cc(C)n(CNc2nc(C(F)(F)F)cs2)n1	1	11	5	2.4	10	-3	1.0	-4	1
COc1ccc(-c2nc(CSCC(=O)N3CCN(C)CC3)c(C)o2)cc1OC	7	-2	-14	0.0	22	-1	0.6	-14	-4
CC(Oc1ccccc1)C(=O)NCc1cccnc1 (centres undefined)	6	3[fluorescence artefact?]	-5	1.2	-5	2	-1.6	-1	0
Cc1ccc(C(=O)Nc2cccc([N+](=O)[O-])c2)cc1S(=O)(=O)Nc1ccc(C(=O)O)cc1	0	-3	-20	1.0	2	-2	-0.5	15	-3
CCOC(=O)/C(C#N)=C/c1cn(CCOc2ccccc2)c2ccccc12	3	4	-16	0.7	5	4	-1.4	-23	-1
COCCOC(=O)c1c(C)oc2ccc(OCc3ccccc3)cc12	4	6	8	-0.1	-27	14*	-0.3	3	0
CC(C)/C=C1\CC/C(=C\c2cccnc2)C1=O	5	-1	-2	-0.5	-3	4	1.6	-2	-2
COc1cccc(-n2c(SCC(=O)Nc3nccs3)nnc2-c2ccoc2C)c1	1	-1	-6	-1.3	-20	-1	0.2	-4	1
O=C(CCSc1ccc(Cl)cc1)N1CCOCC1	0	3	-17	0.7	-11	-3	0.1	15	-1
CC(C)=C1C2CCC1C1C(=O)N(c3nc(-c4ccc(F)cc4)c(C)s3)C(=O)C21 (centres undefined)	2	-5	-14	-0.6	14	0	0.8	-6	-3
O=C(N/N=C/c1ccccn1)c1ccc(Br)o1	4	0	1	1.7	5	3	2.0	-40	-1
Cc1ccc(S(=O)(=O)Cc2cn3cccnc3n2)cc1	3	5	-28	0.3	16	-1	0.3	-15	1
O=S(=O)(c1ccc2ccccc2c1)N1CCCCC1	4	0	-11	-0.8	-2	3	0.3	-9	-3

Profiles, looked up by structure. Values in the order: BaF3 tox	eIF4E 4G PPI	S1P4 antagonist	PERK inhibitor	NPY-Y2 PAM-ag	Wee1 degr inh	S1P4 ag	MDM2 E3 inh	Ba/F3 V617F tox
Shown for CC(C)/C=C1\CC/C(=C\c2cccnc2)C1=O : 5	-1	-2	-0.5	-3	4	1.6	-2	-2
Shown for Cc1ccc(C(=O)Nc2cccc([N+](=O)[O-])c2)cc1S(=O)(=O)Nc1ccc(C(=O)O)cc1 : 0	-3	-20	1.0	2	-2	-0.5	15	-3

Structural class: those above with a cyano group
SMILES	BaF3 tox	eIF4E 4G PPI	S1P4 antagonist	PERK inhibitor	NPY-Y2 PAM-ag	Wee1 degr inh	S1P4 ag	MDM2 E3 inh	Ba/F3 V617F tox
Cc1ccccc1N1C(=O)CSC1=C(C#N)C#N	5	-3	-11	0.4	6	1	0.8	2	-3
CCOC(=O)/C(C#N)=C/c1cn(CCOc2ccccc2)c2ccccc12	3	4	-16	0.7	5	4	-1.4	-23	-1

Next part:
SMILES	BaF3 tox	eIF4E 4G PPI	S1P4 antagonist	PERK inhibitor	NPY-Y2 PAM-ag	Wee1 degr inh	S1P4 ag	MDM2 E3 inh	Ba/F3 V617F tox
O=C(Oc1ccc2ccc(=O)oc2c1)N1CCOCC1	-1	1	-9	1.4	-1	1	1.3	-7	2
Cc1csc(NC(=O)c2cc3c(s2)CCCCC3)n1	3	-3	1	-1.2	5	-1	-3.2	-82	-3
O=C(NCC(O)COc1ccc([N+](=O)[O-])cc1)c1ccccc1 (centres undefined)	2	4	0	-1.9	6	8	-0.1	-12	-1
N#C/C(=C\Nc1ccc2c(c1)OCCO2)C(=O)NCc1ccco1	-1	1	0	-0.5	-7	5	0.3	-6	-2
CCSc1nnc(NC(=O)C2(C)Cc3ccccc3C(=O)O2)s1 (centres undefined)	0	0[fluorescence artefact?]	-1	-0.5	2	-1	1.7	-12	1
C/C(=N\NC(=O)CNc1cccc(C(F)(F)F)c1)c1cccc(Br)c1	2	2	-1	0.9	1	2	0.5	-7	0
N#CC1=C(N)Oc2n[nH]c(-c3cccs3)c2C1C1C=CCCC1 (centres undefined)	7	7	-21	-1.2	16	0	-0.1	-11	6
CCOC(=O)C1(Cc2ccc(Cl)cc2)CCN(C(=O)c2cnc(C)cn2)CC1	6	-1	3	-0.7	-10	2	0.6	-2	3
CCC(C)(C(=O)NC1CCCC1)N(C(=O)CC1NC(=O)NC1=O)c1ccc(C)cc1 (centres undefined)	2	-5	5	-0.3	-3	1	2.7	-3	-2
CSCCC(NS(=O)(=O)c1ccc(Cl)cc1)C(=O)OCC(=O)c1c(C)[nH]c2ccccc12 (centres undefined)	2	8[fluorescence artefact?]	-10	-1.6	19	-2	-0.9	-10	-3
Cn1c(C(=O)N2CCc3ccccc3C2)cc2oc3ccccc3c21	2	2	-13	0.3	0	-2	2.3	-5	-5
CN(CC(=O)NCCc1ccccn1)S(=O)(=O)c1ccc(Cl)cc1	0	1	-9	0.2	-7	0	1.2	6	1
Cc1ccc(N=C2CCCCCN2C)c(C#N)c1	-4	2	0	0.2	-4	5	0.6	-6	-5
CCCCCC(O)CCC(=O)NNC1=CC(=O)CC(C)(C)C1 (centres undefined)	8	3	7	0.5	6	2	0.2	-22	2
Cc1ccc(NC(=O)COC(=O)C2CSC3(C)CCC(=O)N23)cc1S(=O)(=O)N1CCOCC1 (centres undefined)	4	-2	6	0.9	12	1	1.5	-20	0
CC1CCCN(CC(O)COC(c2ccccc2)c2ccccc2)C1 (centres undefined)	11	-5	0	-0.5	-5	12*	0.9	-4	3
C/C(=N\OCC(=O)NCC(F)(F)F)c1cc2ccccc2o1	5	0[fluorescence artefact?]	-9	1.4	20	5	-0.6	-3	-3
CCOC(=O)/C(=C\c1c[nH]c2ccccc12)NC(C)=O	1	2[fluorescence artefact?]	-5	-0.1	3	-1	-0.2	-9	-1
C/C(=N\Nc1nc2ccccc2[nH]1)c1ccc2c(c1)OCO2	12	-1	3	-0.6	-34	1	0.5	-3	4
Cc1cc(C)nc(NC(=O)c2ccc(COc3ccccc3Cl)cc2)c1	71*	-1	-14	1.5	5	14*	1.3	-23	62*
CCC(=O)Nc1ccc(S(=O)(=O)Nc2cc(C)on2)cc1	2	3[fluorescence artefact?]	4	0.6	-3	0	0.8	-11	-1
O=C(CN1CCN(C(=O)c2c(F)cccc2F)CC1)Nc1ccccc1F	2	3	-20	0.2	2	0	0.8	3	-2
CCOc1ccccc1NC(=O)N1CCCC1C(=O)Nc1nnc(CC)s1 (centres undefined)	2	-6[fluorescence artefact?]	-13	-0.6	-6	-1	6.3	-7	4
COCCCNC(=O)c1c[nH]c2ccc(S(=O)(=O)N3CCC4(CC3)OCCO4)cc2c1=O	3	3	-11	0.9	-18	-3	-0.9	-21	-3
O=C(CSc1nn(-c2ccc(F)cc2)c(=S)s1)NC(=O)NCc1ccco1	3	5	12	0.1	17	-2	-0.8	.	-4
COc1ccc(/C(O)=C2/C(=O)C(=O)N(c3ncccn3)C2c2ccc(C(C)(C)C)cc2)cc1 (centres undefined)	1	1	-2	0.9	-2	4	1.7	-3	3

Ordered by the number under eIF4E 4G PPI (lowest first): three from the list above
Molecule | eIF4E 4G PPI
COc1ccc(/C(O)=C2/C(=O)C(=O)N(c3ncccn3)C2c2ccc(C(C)(C)C)cc2)cc1 (centres undefined) | 1
COCCCNC(=O)c1c[nH]c2ccc(S(=O)(=O)N3CCC4(CC3)OCCO4)cc2c1=O | 3
O=C(CSc1nn(-c2ccc(F)cc2)c(=S)s1)NC(=O)NCc1ccco1 | 5

Bioassay records from PubChem.
